# Screening results (PubChem BioAssay)
# M1 ag = human M1 muscarinic receptor agonists, primary screen, Fluo-8 calcium fluorescence, CHO-K1 cells, HTS; Muscarinic acetylcholine receptor M1 (Homo sapiens), P11229; CHO-K1 hM1, agonist mode; 0% DMSO, 100% acetylcholine EC100; activation, % at 3 µM; hit rate 0.33% among 360,000;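 active = activation above the run's mean compound activation plus 3 SD, cut at about 16% in these data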;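 also: peak over basal fluorescence ratio within a 140 s kinetic read after compound addition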
# Target sequence (P11229 whole entry, looked up): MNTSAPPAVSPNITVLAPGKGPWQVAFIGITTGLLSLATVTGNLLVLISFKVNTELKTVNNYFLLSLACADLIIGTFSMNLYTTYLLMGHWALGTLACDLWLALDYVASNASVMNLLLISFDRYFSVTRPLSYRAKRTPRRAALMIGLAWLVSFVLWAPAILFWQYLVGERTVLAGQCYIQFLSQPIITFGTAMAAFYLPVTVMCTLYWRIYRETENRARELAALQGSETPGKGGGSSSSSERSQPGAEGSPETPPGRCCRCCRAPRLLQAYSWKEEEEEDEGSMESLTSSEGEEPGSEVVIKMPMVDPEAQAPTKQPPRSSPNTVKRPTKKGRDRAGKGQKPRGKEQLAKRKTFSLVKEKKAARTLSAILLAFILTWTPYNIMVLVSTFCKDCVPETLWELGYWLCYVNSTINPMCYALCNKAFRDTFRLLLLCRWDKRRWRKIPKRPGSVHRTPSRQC
# TAAR1 antag = human TAAR1 antagonists, primary screen, Fluo-8 calcium fluorescence, CHO RD-HGA16 cells. Trace amine-associated receptor 1 (Homo sapiens), Q96RJ0. antagonist. inhibition, % at 3 µM. hit rate 1.5% among 360,000. AID 624466, 2012;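 active = inhibition above a per-plate cutoff, the mean inhibition of test compounds on that plate plus 3 SD, cut at about 49% in these data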;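 also: 0% = DMSO plus EC80 beta-PEA response and 100% = DMSO alone without agonist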
#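 Assay system: RD-HGA16 CHO cells with stable hTAAR1 and Gα16 / Reagent: EC80 β-phenethylamine stimulus / Doses: 3 µM, single point / Timing: dye loading 75 min at 37 °C, then 30 min room temperature / Measured by: Fluo-8 intracellular calcium dye fluorescence, real-time kinetic reads / Controls: vehicle wells and EC80 agonist wells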
# M1 antag = human M1 muscarinic receptor antagonists, primary screen, CHO-K1 cells, Fluo-8 calcium fluorescence, 1536-well; Muscarinic acetylcholine receptor M1 (Homo sapiens), P11229; AID 588852, 2011; inhibition, % at 3 µM; hit rate 1.3% among 360,000; CHO-K1 hM1, ACh EC80 antagonist;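 active = percent inhibition above its own plate's cutoff, namely the mean of that plate's compound wells plus 3 SD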;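 also: peak over basal fluorescence ratio during 140 s after agonist addition; 0% = ACh EC80 plus DMSO and 100% = DMSO alone without agonist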
# M1 ag parental = counter-screen for M1 agonists: effect in parental CHO-K1 cells. Fluo-8 calcium fluorescence; scaled to maximal ATP response, vehicle zero. activation, % at 3 µM. hit rate 0.48% among 360,000; in the data active = activation above about 15%;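 also: untransfected CHO-K1 host cells lacking M1 receptor as counterscreen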
# CHO parental Ca = ATP-evoked calcium signal inhibitors, parental CHO, primary screen, counter-screen for OX1R antagonist project, cell-based, fluorescence, Fluo-8 calcium dye; parental CHO-K1, ATP-induced calcium, Fluo-8 fluorescence; inhibition, % at 5.6 µM; hit rate 0.63% among 330,000;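 active = inhibition above that plate's mean sample inhibition plus 3 SD, cut at about 26% in these data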;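 also: 0% = ATP-challenged DMSO wells and 100% = DMSO wells without ATP; some compounds past the cut are filed as inactive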
#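 Material: parental CHO cells / Compound: single nominal dose of 5.6 µM per compound / Signal: Fluo-8 fluorescence / Replicates: singlicate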
# OXTR potentiator = human OXTR potentiators, primary screen, fluorescence, CHO-OTR cells, Fluo-8 calcium. Oxytocin receptor (Homo sapiens), P30559. Fluo-8 calcium fluorescence, potentiator mode; 0% = oxytocin EC15, 100% = EC100. activation, % at 3 µM. hit rate 0.061% among 320,000;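 active = activation above that plate's cutoff, the mean activation of tested compounds plus 3 SD, cut at about 6.6% in these data, passing the limit was not always enough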;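 also: 100% uses oxytocin at 75 nM as the full agonist control; some results filed as inactive read as strong as hits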
# Target sequence (P30559 whole entry, looked up): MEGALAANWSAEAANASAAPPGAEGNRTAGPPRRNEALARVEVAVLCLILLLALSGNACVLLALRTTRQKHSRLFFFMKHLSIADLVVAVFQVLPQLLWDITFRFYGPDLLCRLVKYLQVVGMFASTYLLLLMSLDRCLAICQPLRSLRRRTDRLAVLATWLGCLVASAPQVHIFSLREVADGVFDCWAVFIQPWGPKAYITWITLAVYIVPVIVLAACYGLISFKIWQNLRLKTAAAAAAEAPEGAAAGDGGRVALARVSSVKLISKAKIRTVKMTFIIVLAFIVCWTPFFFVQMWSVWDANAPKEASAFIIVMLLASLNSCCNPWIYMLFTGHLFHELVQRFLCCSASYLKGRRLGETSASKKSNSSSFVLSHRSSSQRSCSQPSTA
#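 System: human OTR in CHO cells / Also added: sub-maximal oxytocin, roughly EC15 / Control set: EC15 oxytocin low, 75 nM oxytocin high / Schedule: 6 min compound pre-incubation at room temperature, 100 s kinetic read / Compound: single-point 3.0 µM / Replication: singlicate / Technique: Fluo-8 calcium dye fluorescence / Read-out basis: % activation of max/min ratio relative to oxytocin controls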
# CHO-K1 Ca antag = M1 antagonist counterscreen hit in parental CHO-K1 cells; ATP-induced calcium, Fluo-8 fluorescence; inhibition, % at 3 µM; hit rate 0.6% among 360,000; AID 602250;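 active = inhibition above a per-plate cutoff, the plate's mean sample inhibition plus 3 SD, cut at about 24% in these data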;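 also: 0% = DMSO plus EC80 ATP and 100% = DMSO alone without ATP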
# TAAR1 ag = human TAAR1 agonists, primary screen, Fluo-8 calcium fluorescence, CHO RD-HGA16 cells. AID 624467, 2012. hit rate 0.99% among 360,000. Trace amine-associated receptor 1 (Homo sapiens), Q96RJ0. activation, % at 3 µM. vehicle wells 0%, saturating PEA agonist 100%;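 active = activation above the mean activation of all test compounds in the run plus 3 SD, cut at about 38% in these data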
#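 System: CHO-derived RD-HGA16 cells with stable Gα16 and human TAAR1. Times: 17-24 h plating, Fluo-8 75 min 37 °C, 30 min RT. Measured by: calcium-sensitive Fluo-8 signal, excitation 470-495, emission 515-575 nm. Read-out basis: % activation relative to PEA EC100 response. Control set: DMSO and PEA EC100. Repeats: no replicates (n 1).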
# CHO-K1 Ca PAM = nonselective calcium activators in parental CHO-K1 cells, primary screen, counter-screen for M1 PAM project, cell-based, Fluo-8 calcium fluorescence, full deck, 1536-well; activation, % at 3 µM; hit rate 0.02% among 360,000; AID 602247, 2012; ATP EC20; 0% at ATP EC20, 100% at ATP max;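 active = activation above the run cutoff, the mean activation of all test compounds plus 3 SD, cut at about 40% in these data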;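 also: peak over basal fluorescence ratio in a 140 s read after ATP addition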
# An asterisk follows results filed as active; x = not tested or not shown.
no.	canonical_smiles	M1 ag	TAAR1 antag	M1 antag	M1 ag parental	CHO parental Ca	OXTR potentiator	CHO-K1 Ca antag	TAAR1 ag	CHO-K1 Ca PAM
1	S=C(NCc1ccccc1)N1CCn2cccc2C1c1ccncc1 (configuration not stated)	-6	-9	4	0.2	-2	-3	-15	2	8
2	Cc1c(NC(=O)C(C)Oc2ccc(Br)cc2Cl)c(=O)n(-c2ccccc2)n1C (configuration not stated)	-6	5	-10	-0.5	-11	0	4	-1	-9
3	COc1ccc(/C=C2/SC(=O)N(CCC(=O)Nc3ccccc3)C2=O)cc1OC	-5	-7	4	-0.4	-15	-11	-3	6	-6
4	COC(=O)/C=C1/S/C(=N/NC(=O)c2ccc(Cl)cc2Cl)NC1=O	-2	-7	-3	6.0	-14	-5	-1	5	10
5	COc1cc(/C=C2/SC(=S)N(CCC(=O)Nc3ccccc3)C2=O)cc(OC)c1OC	0	29	-19	1.0	-29	-6	-11	7	1
6	CN(C)c1ccc(C=C2C(=O)OC(C)(C)OC2=O)cc1	-7	23	0	1.1	1	-12	-3	4	17
7	CSc1nc2nc3c(cc2c(=O)n1-c1cccc(C)c1)COC(C)(C)C3	-1	-9	5	0.5	-18	-1	0	3	-5
8	CCc1nc2c(OCCC3CCCCC3)cccn2c1N(C)C(=O)c1ccncc1	-7	-35	-15	-0.3	x	x	-5	8	15
9	COc1cc(OC)c(OC)cc1CN1CCN(Cc2ccc(SC)cc2)CC1	-6	14	6	-0.2	-9	-21	-13	4	6
10	CC(C)C(c1nnnn1C(C)(C)C)N1CCOCC1 (configuration not stated)	-3	4	-6	0.7	-3	-9	-15	13	10
11	CCOc1ccc(N=C(NC#N)SCC(=O)NC2CC2)cc1	-5	-2	-8	0.1	-1	-7	-13	2	-5
12	COCCSc1nnc(NC(=O)C(C)(C)C)s1	-3	-11	-32	0.3	1	-3	-16	4	23
13	CCCCC(=O)Nc1ccc(NC(=O)c2ccco2)cn1	-1	10	-8	0.5	-6	-1	-3	0	10
14	Cc1ccc(N(C(=O)c2ccccn2)C2(C(=O)NC3CCCC3)CCCCC2)cc1	-1	-1	-9	1.0	-12	-3	-10	12	13
15	CC(=CC(=O)c1ccccc1)c1ccccc1	-1	-15	-2	-0.8	x	x	10	1	-24
16	CC(C)(C)NC(=O)c1ccc2c(c1)N(CC(=O)NC1CCCC1)C(=O)C(C)(C)O2	-5	-4	-7	0.8	-21	-4	-16	1	30
17	CCOC(=O)COn1c(=O)c(-c2ccc(OCC)cc2)[n+]([O-])c2ccccc21	-4	1	24	0.8	-6	-4	-10	2	-1
18	COc1ccccc1Nc1nnc(SCC(=O)NC2CC2)s1	-3	0	-7	0.1	-14	-2	-13	0	5
19	CCN(CC)CCNC(=O)c1ccc(NC2=NC3CS(=O)(=O)CC3S2)cc1 (configuration not stated)	-8	-7	-1	0.1	-6	-3	-7	0	13
20	O=C(COC(=O)c1ccc(Cl)cc1O)Nc1cccnc1Cl	-1	-16	-5	0.6	-10	-12	9	5	-4
21	CN(C)S(=O)(=O)c1ccc(C(=O)OCCn2cnc3c2c(=O)n(C)c(=O)n3C)cc1	-4	-11	-4	2.2	-9	3	-11	7	17
22	Cc1ccc(-c2nc3c(Cl)cc(C(F)(F)F)cn3c2Cc2cccc(Cl)c2)cc1	x	4	x	0.7	x	x	-22	0	16
23	Cc1ccc2cc(NC(=O)C3(C)CCN3CC(C)C)ccc2n1 (configuration not stated)	-6	-17	-10	-0.2	x	x	1	2	-11
24	CC1Cc2cc(S(=O)(=O)CCC(=O)NC3CCCCC3)ccc2N1C(=O)C1CC1 (configuration not stated)	0	4	1	0.7	-19	-6	1	-1	-3
25	COc1ccc(CC(=O)NCC2CCCN(Cc3cccc(C(F)(F)F)c3)C2)cc1 (configuration not stated)	-8	-29	1	1.3	-9	-14	-4	3	4
26	O=C(CCCn1nnc2ccccc2c1=O)N[C@H](C(=O)O)c1ccccc1	-3	-9	1	1.1	-9	0	-18	0	19
27	C=C(C)Cn1c(SCC(=O)O)nnc1-c1ccccc1	-4	1	0	0.7	4	5	-17	5	11
28	Cc1cc(C(=O)COc2cccnc2[N+](=O)[O-])c(C)n1-c1ccccc1	-4	-10	-1	1.6	-9	-6	5	1	-11
29	Cc1nc2nc(C)c(CCC(=O)NC3CCCCC3)c(C)n2n1	-6	14	-12	0.8	6	-11	-3	2	21
30	O=C1[C@H]2[C@@H](c3ccc(F)cc3)N3C(=O)N(c4ccccc4)C(=O)[C@@]3(Cc3ccc(Cl)cc3)[C@H]2C(=O)N1C1CCCCC1	-4	9	-14	-0.6	-28	3	-11	7	-4
31	Cc1cc2cc(C)c3nnc(SCC(=O)NCc4ccc5c(c4)OCO5)n3c2cc1C	-5	-1	0	0.4	-4	0	-16	11	26
32	CC(Oc1cccc(Cl)c1)C(=O)Nc1ccc([N+](=O)[O-])cn1 (configuration not stated)	-7	18	0	-0.3	-2	1	17	-2	-16
33	COc1cc(/C=C2\C(=N)N3N=C(N4CCOCC4)SC3=NC2=O)ccc1OC(=O)c1ccccc1	-3	-12	-11	-0.2	6	-4	23	-1	-8
34	O=C1C2C3C=CC(C4CC34)C2C(=O)N1Cc1ccccc1 (configuration not stated)	-10	15	-2	0.2	-7	-10	-7	8	20
35	c1ccc(OCCCn2nnc(-c3ccc(N4CCOCC4)cc3)n2)cc1	3	11	-9	0.3	-6	-7	8	5	-13
36	O=C(Nc1ccccc1)Nc1nc(-c2ccccc2)cs1	10	16	23	9.4	6	-14	23	6	-7
37	C=CCNC(=O)C1CC=CCC1C(=O)O (configuration not stated)	0	-6	-1	0.1	5	-15	-1	7	-4
38	CC1C(=O)N2CCCc3cc(NC(=O)C(=O)NCCc4c[nH]c5ccccc45)cc1c32 (configuration not stated)	0	36	4	3.9	-22	-13	2	6	-5
39	Cc1sc(NC(=O)c2ccccc2)c(C#N)c1-c1ccccc1	1	10	-5	1.4	-32	-5	-5	9	4
40	COc1ccc(C)cc1S(=O)(=O)N(C)CC(N)=O	-2	-11	-2	2.8	-5	2	-11	6	18
41	CCn1cc(Br)c(C(=O)Nc2cccc(SC)c2)n1	-7	3	-1	0.2	-7	-8	3	2	12
42	CC(C)NC(=O)Cn1c(SCC(=O)N2CCCCCC2)nc2ccccc21	-8	-15	-1	-0.1	-14	3	-6	4	24
43	Cc1noc(NS(=O)(=O)c2ccc(NC(=O)c3cc4ccccc4o3)cc2)c1C	-3	-5	-17	0.9	-14	4	-14	1	16
44	O=C(CSc1nnc(Cc2cc(=O)[nH]c(=O)[nH]2)n1-c1ccc(F)cc1)NC1CCCC1	-2	-21	-5	0.9	-20	-1	-9	3	15
45	O=C(COc1ccccc1F)Nc1cc(S(=O)(=O)Nc2cccc(Cl)c2)ccc1O	-2	8	20	0.3	-22	-3	2	1	-11
46	Cc1onc(C(=O)Nc2ccccc2C(F)(F)F)c1[N+](=O)[O-]	0	-6	-7	0.0	-1	0	-13	4	22
47	Cc1ccc2nc(Nc3ccc(F)cc3)c3nncn3c2c1	3	-14	-16	3.0	-16	-5	-11	4	13
48	C[C@@H]1CN([C@H](C)CO)C(=O)CCCn2cc(nn2)CO[C@H]1CN(C)S(=O)(=O)c1cccs1	-6	-12	8	0.2	x	x	32*	0	-9
49	CCC1(c2ccccc2)NC(=O)N(CC(=O)N2CC(=O)Nc3ccccc32)C1=O (configuration not stated)	9	5	14	2.1	-11	-8	-14	3	4
50	O=c1c2cn[nH]c2[nH]c(=S)n1-c1ccccc1Cl	-3	-8	-18	0.4	-16	-10	-13	5	17
51	CCCc1cc(=O)[nH]c(SCC(=O)NC2CCCCC2)n1	-6	-16	-4	0.1	4	-9	-3	2	22
52	Cc1cccc(NC(=O)CN2C(=O)S/C(=C\c3ccc(-c4cccc(C(=O)O)c4C)o3)C2=O)c1	x	8	x	x	-11	-3	x	0	x
53	COCC(C)n1c(C)cc(C(=O)COC(=O)CCc2nc3ccccc3c(=O)[nH]2)c1C (configuration not stated)	-3	-8	6	1.5	-18	-9	-4	2	8
54	Cc1ccc2cc(C#N)c(SCC(=O)N3CCCC3)nc2c1	-4	-10	-18	0.8	-12	-4	-10	-3	11
55	CC1(C)Cc2c(cnn2-c2cccc(F)c2)C(NC(=O)c2cc[n+]([O-])cc2)C1 (configuration not stated)	-1	-6	9	0.5	-6	-5	-3	1	-4
56	Cc1ccc(NC(=O)CC2(CC(=O)O)CCCC2)cc1	0	-14	-8	0.2	0	-12	-3	-1	-4
57	Cc1ccc(-c2n[nH]c(=O)c3ccccc23)cc1S(=O)(=O)NC(C)(C)C	-7	7	-6	1.9	-23	-10	-6	1	28
58	Cc1ccc(C(=O)N/N=C/c2cccnc2)cc1Cl	-1	-4	-20	-0.7	x	x	6	4	6
59	Cc1ccc(CNC(=O)COC(=O)CCC(=O)c2cccs2)cc1	-5	3	-19	1.2	-10	6	-14	7	19
60	COc1ccc(N2CCN(C(=O)c3ccccc3N(C)S(=O)(=O)c3ccccc3)CC2)cc1	-4	-10	-1	0.5	-25	-3	-1	2	-9

# Next part
no.	canonical_smiles	M1 ag	TAAR1 antag	M1 antag	M1 ag parental	CHO parental Ca	OXTR potentiator	CHO-K1 Ca antag	TAAR1 ag	CHO-K1 Ca PAM
61	CC(C)NC(=O)C1CCN(Cc2cccc(Oc3ccccc3)c2)CC1	-8	-7	-24	1.9	x	x	-5	2	16
62	Cc1c(C(=O)N2CCCCCC2)c(S(=O)(=O)Nc2ccc(F)cc2)c(C)n1C	-1	-18	-14	-0.1	-18	-1	-3	1	9
63	COC(=O)CSc1nnc(-c2cnccn2)n1C	-5	9	9	0.7	9	2	4	0	8
64	CCOc1cccc2sc(N(CCN(CC)CC)C(=O)c3cccc(N4C(=O)CCC4=O)c3)nc12	-6	-2	4	0.7	-16	2	-1	0	21
65	O=C(NCc1ccc(F)cc1)c1cccnc1C(=O)O	-3	6	-1	1.1	10	-16	-12	0	6
